# proCasp7 act: activates human procaspase-7, counter-screen for procaspase-3 activators. 0.093% of 330,000 active. recombinant procaspase-7, Ac-DEVD-pNA absorbance 405 nm; D23A/D198A/D206A triple mutant, cannot self-cleave; scale: DMSO 0, 5 µM enzyme 100. activation, % at 8.5 µM. P55210;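 active means percent activation above the screen-wide mean plus 3 SD, cut at about 25% in these data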
#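 System: Procaspase-7 triple mutant (PC-7 D3A); measure: % activation from two-timepoint absorbance difference, scaled to controls; times: 1 h compound preincubation, 2 h substrate cleavage, 25 °C; also added: Ac-DEVD-pNA substrate, 400 µM as added; measured by: Epi-absorbance of released pNA at 405 nm, two timepoints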
# procasp3 activ: activates human procaspase-3; P42574; recombinant procaspase-3 D3A, Ac-DEVD-pNA absorbance 405 nm; activation, % at 8.5 µM; 0.11% of 330,000 active; AID 463141;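 active means activation above the mean of all tested compounds plus 3 SD, cut at about 21% in these data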;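 further: 0% = DMSO alone and 100% = DMSO wells spiked with extra 5 µM PC-3 D3A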
#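 Compound: 8.5 µM single point, 0.8% DMSO / Material: Autoprocessing-dead procaspase-3 D3A mutant enzyme / Timing: 1 h preincubation plus 2 h reaction at 25 °C / Medium: Zinc-free HEPES/NaCl buffer with 0.01% Triton X-100 at pH 7.4 / Technique: 405 nm absorbance of p-nitroaniline, reads at 0 and 120 min / Repeats: one well per compound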
# HCV core dimer: HCV core protein dimerization inhibition. AID 1899. 0.33% of 300,000 active. inhibition, % at 5 µM. TR-FRET GST/Flag-core106 dimerization, 1536-well;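 active means inhibition above the mean of all tested compounds plus 3 SD, set per screening campaign, cut at about 45% in these data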
#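 assay system = GST-tagged and Flag-tagged HCV core protein residues 1-106 | controls = unlabelled core106 and no-GST-core106 wells | incubation = compound-protein-antibody incubation 4 h at 22.5 °C | probe or stimulus = Eu donor and XL665 acceptor anti-tag antibodies | read-out = % inhibition based on acceptor/donor emission ratio | signal = TR-FRET 671 and 617 nm emission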
# GASC-1 inh: blocks human GASC-1 demethylase activity. GST-JMJD2C(1-420) H3K9me3 demethylation, DELFIA europium. 0.069% of 330,000 active. AID 2099. inhibition, % at 2.35 µM. Q9H3R0;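 active means more than half of a compound's replicate wells show inhibition beyond 50%, single wells judged on their own value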;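 further: signal counts dimethyl H3K9 product captured on neutravidin plate; 0% = median of DMSO wells and 100% = 0.3 times that DMSO median; strong numbers were not always called active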
# Fh CTSL1 inh: blocks F. hepatica cathepsin L1 in PFM18AAP counter-screen. recombinant F. hepatica cathepsin L1, Z-Leu-Arg-MCA fluorescence. inhibition, % at 5.96 µM. AID 1906. 0.49% of 300,000 active;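 active means inhibition above the mean of all tested compounds plus 3 SD, set per screening campaign, cut at about 17% in these data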;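 further: 0% = plate median of test compound wells and 100% = 1 µM Z-Phe-Ala-diazomethylketone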
# PP5 inh: inhibitors of human protein phosphatase 5 (PP5). P53041. purified PP5c, OMFP substrate fluorescence. inhibition, % at 6.7 µM. 0.18% of 320,000 active. AID 1987;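 active means inhibition above the campaign's mean inhibition across all tested compounds plus 3 SD, cut at about 9.5% in these data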;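 further: 0% = DMSO only and 100% = 100 µM cantharidin control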
# PP1 inh: counter-screen for PP5 inhibitors: inhibitors of human PP1-alpha; 0.9% of 320,000 active; AID 2235; purified PP1alpha, OMFP fluorescence; inhibition, % at 6.7 µM;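 active means inhibition above the mean inhibition of all tested compounds plus 3 SD, computed separately for each screening campaign, cut at about 15% in these data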
# Target sequence (P62136 whole entry, looked up): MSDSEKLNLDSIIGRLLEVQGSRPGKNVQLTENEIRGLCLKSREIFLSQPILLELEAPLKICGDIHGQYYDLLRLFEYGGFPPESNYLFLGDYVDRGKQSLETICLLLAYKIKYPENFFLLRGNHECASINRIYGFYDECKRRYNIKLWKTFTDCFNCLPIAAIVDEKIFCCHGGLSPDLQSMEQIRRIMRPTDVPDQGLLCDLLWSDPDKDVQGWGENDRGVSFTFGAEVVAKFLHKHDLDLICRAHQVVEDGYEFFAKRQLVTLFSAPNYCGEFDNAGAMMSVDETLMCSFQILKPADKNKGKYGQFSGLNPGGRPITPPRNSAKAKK
# VLA-4 inh: inhibition in a human VLA-4 binding assay | inhibition, % (about 7 µM as worked out from the volumes in the protocol) | P13612 | 0.2% of 330,000 active | AID 2557 | VLA-4 expressing cells, ligand binding flow cytometry; in the data active means inhibition above about 50%
# GRK2 inh: inhibitors of human GRK2 displacing RNA aptamer; bead flow cytometry, FAM-aptamer displacement from GRK2; inhibition of aptamer binding, % at 10 µM; 0.59% of 330,000 active; AID 488847;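 active means inhibition of aptamer binding above 40%, roughly 3 SD of noise, on plates passing a quality check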;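 further: median bead fluorescence of bound FAM aptamer so fluorescent compounds give negative values; no value below 0 was filed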
# Target sequence (P25098 whole entry, looked up): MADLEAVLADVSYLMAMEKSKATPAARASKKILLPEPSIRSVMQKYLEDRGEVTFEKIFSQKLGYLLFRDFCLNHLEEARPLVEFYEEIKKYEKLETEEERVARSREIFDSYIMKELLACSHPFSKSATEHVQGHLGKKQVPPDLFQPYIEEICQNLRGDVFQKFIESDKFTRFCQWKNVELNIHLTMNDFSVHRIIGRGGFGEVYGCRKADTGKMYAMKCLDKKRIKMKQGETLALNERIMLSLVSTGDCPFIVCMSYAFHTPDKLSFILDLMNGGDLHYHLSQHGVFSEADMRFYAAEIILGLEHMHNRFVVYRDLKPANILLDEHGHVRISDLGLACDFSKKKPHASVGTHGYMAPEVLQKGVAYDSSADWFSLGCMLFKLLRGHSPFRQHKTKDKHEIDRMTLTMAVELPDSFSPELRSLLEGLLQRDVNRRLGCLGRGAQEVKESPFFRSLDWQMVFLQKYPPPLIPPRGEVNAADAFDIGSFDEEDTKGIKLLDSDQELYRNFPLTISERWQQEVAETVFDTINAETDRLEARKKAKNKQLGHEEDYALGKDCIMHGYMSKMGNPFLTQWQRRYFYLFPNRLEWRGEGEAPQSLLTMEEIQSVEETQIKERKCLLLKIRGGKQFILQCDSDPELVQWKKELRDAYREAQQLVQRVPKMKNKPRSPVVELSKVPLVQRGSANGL
# The depositor's hits bear a star; x = not tested or not shown; & = joins results of further samples.
SMILES,proCasp7 act,procasp3 activ,HCV core dimer,GASC-1 inh,Fh CTSL1 inh,PP5 inh,PP1 inh,VLA-4 inh,GRK2 inh
Cc1ccc(NC(=O)C2(S(=O)(=O)c3ccc(C)cc3)CC2)cc1,-4,10,1,4,1,-0.1,-2,3,0
C(=N\n1cnnc1)/c1cccc(Oc2ccccc2)c1,-9,-3,-6,-4,0,1.2,-3,6,0
CCCCc1c(C)nc2ccccc2c1SCCC(=O)O,2,-5,1,-1,2,0.2,4,12,0
C=CCn1cc(-c2cccc(Cl)c2)cc(C#N)c1=O,-3,7,0,-5,0,0.0,-5,2,2
CCn1cc(S(=O)(=O)Nc2nc3ccc(OC)cc3s2)cn1,5,-5,10,-4,-2,3.0,-4,-2,3
Cc1ccc(NC(=O)c2cccc(S(=O)(=O)N3CCCc4ccccc43)c2)nc1,2,-6,x,-1,x,1.1,-3,9,0
Cc1nnc(NC(=O)c2ccc(-c3ccc(Cl)cc3)o2)s1,3,4,0,6,6,-0.4,-3,3,0
CNC(=S)N(Cc1ccc2c(c1)OCO2)C1CC(=O)N(c2ccccc2)C1=O (stereo not drawn),-3,12,0,-4,2,0.7,1,6,1
CCN(c1ccc(NC(=O)COC(=O)c2ccc(C)c(S(=O)(=O)N3CCOCC3)c2)cc1)C(C)C,-1,-4,0,7,-9,0.3,2,-3,21
O=C(CN(C(=O)c1ccc2c(c1)OCCO2)c1ccccc1)NCC1CCCO1 (stereo not drawn),0,-4,-1,-43,-1,-1.8,-4,5,0
NC(=O)c1ccc(F)cc1,-1,0,-4,-18,-1,3.9,-7,-10,0
Nc1c(S(=O)(=O)c2cccs2)c2nc3ccccc3nc2n1Cc1ccc2c(c1)OCO2,7,1,14,-1,0,5.6,0,-1,1
COc1cc(CCC(=O)NNC(=O)c2cccc(Cl)c2)cc(OC)c1OC,1,4,5,4,-4,0.9,-6,1,0
CCN(CC)S(=O)(=O)c1cccc(C(=O)Nc2ccc(Cl)cn2)c1,4,2,5,6,0,1.2,0,7,0
Cc1ccccc1N1CCN(CC(=O)Nc2nc(C)c(C(=O)N(C)C)s2)CC1,-5,2,-8,15,4,0.7,-1,5,0
COc1ccccc1NC(=O)COC(=O)/C=C/c1ccc2c(c1)OCO2,-3,-1,9,-10,-2,3.6,-2,-1,0
O=C(NCc1ccccc1Cl)c1ccc2nnsc2c1,-8,9,1,-3,1,0.0,1,3,0
Cc1ccccc1NC(=O)NCc1cccnc1,1,0,-4,-3,-3,0.9,-4,15,0
Cc1cc(C(=O)CN2C(=O)NC3(CCCCC3)C2=O)c(C)n1-c1ccc2c(c1)OCO2,-12,-14,7,-15,-1,-1.1,-1,3,0
O=C(c1cccc(S(=O)(=O)N2CCCCC2)c1)N1CCOCC1,-2,-6,2,4,-6,2.9,-5,13,0
Cc1ccc(Cn2c(C(CO)Nc3nc(-c4ccc(Cl)c([N+](=O)[O-])c4)cs3)nc3ccccc32)cc1 (stereo not drawn),2,2,3,-1,-4,6.0,12,31,0
CCC(CC)NC(=O)c1oc2ccccc2c1COc1ccccc1,1,2,1,-4,1,4.1,7,-13,4
O=C1NC2=C(C(=O)CCC2)C(c2ccccc2[N+](=O)[O-])N1 (stereo not drawn),-2,-5,4,3,-1,2.0,5,1,0
COc1cnc(-c2ccccc2)nc1OC,8,-7,-1,-6,0,0.4,-5,0,2
O=C(O)CCC(=O)Nc1ccccc1N1CCOCC1,3,9,-5,2,0,-0.3,-1,22,5
COc1ccc([N+](=O)[O-])cc1NCc1ccccc1C,-1,-7,6,-1,6,3.8,9,1,1
O=S(=O)(c1ccccc1)N(Cc1ccc(Cl)cc1)c1ccncc1,4,13,-1,193,-2,3.0,-1,6,1
O=C(c1cc(-c2ccc(Cl)s2)nc2ccccc12)N1CCCC1,6,-1,-17,0,11,2.0,1,9,0
OCCNc1nc(Nc2ccc(O)cc2)nc2ccccc12,4,6,-7,-6,-2,-0.7,2,13,0
O=C(CSc1ncn[nH]1)NCc1ccc2c(c1)OCO2,16,2,-2,-4,-5,-1.6,0,8,2

# Laid out differently: 4 of the compounds above.
CCC(CC)NC(=O)c1oc2ccccc2c1COc1ccccc1
  proCasp7 act: 1 | procasp3 activ: 2 | HCV core dimer: 1 | GASC-1 inh: -4 | Fh CTSL1 inh: 1 | PP5 inh: 4.1 | PP1 inh: 7 | VLA-4 inh: -13 | GRK2 inh: 4

O=C1NC2=C(C(=O)CCC2)C(c2ccccc2[N+](=O)[O-])N1 (stereo not drawn)
  proCasp7 act: -2 | procasp3 activ: -5 | HCV core dimer: 4 | GASC-1 inh: 3 | Fh CTSL1 inh: -1 | PP5 inh: 2.0 | PP1 inh: 5 | VLA-4 inh: 1 | GRK2 inh: 0

COc1cnc(-c2ccccc2)nc1OC
  proCasp7 act: 8 | procasp3 activ: -7 | HCV core dimer: -1 | GASC-1 inh: -6 | Fh CTSL1 inh: 0 | PP5 inh: 0.4 | PP1 inh: -5 | VLA-4 inh: 0 | GRK2 inh: 2

O=C(O)CCC(=O)Nc1ccccc1N1CCOCC1
  proCasp7 act: 3 | procasp3 activ: 9 | HCV core dimer: -5 | GASC-1 inh: 2 | Fh CTSL1 inh: 0 | PP5 inh: -0.3 | PP1 inh: -1 | VLA-4 inh: 22 | GRK2 inh: 5

# Next part
SMILES,proCasp7 act,procasp3 activ,HCV core dimer,GASC-1 inh,Fh CTSL1 inh,PP5 inh,PP1 inh,VLA-4 inh,GRK2 inh
CCOc1ccc(NC(=O)c2cccc(OC(=S)N3CCOCC3)c2)cc1,-5,-3,-3,-2,-2,-0.1,-1,2,4
COc1ccc(NC(=S)N2CCN(C)CC2)cc1,-5,-14,-1,-1,1,-1.7,-4,3,2
O=C(COC(=O)c1ccc(S(=O)(=O)N2CCOCC2)cc1)Nc1nc(-c2ccccc2)cs1,3,2,12,-2&-15,4,-1.3,-3,0,1
CC12CCC(=O)N1C(C(=O)N1CCN(c3ccc([N+](=O)[O-])cc3)CC1)CS2 (stereo not drawn),2,-8,x,-1,x,x,x,-1,2
CCC1(C)SC(N)=NN1C(C)=O (stereo not drawn),4,-4,-4,23,-1,-0.2,-3,14,0
C/C(O)=C(/C=Nc1ccccc1)C(=O)Nc1ccccc1,1,5,3,-7,4,0.8,0,14,1
CCc1nc(C)ccc1OCC(=O)O,12,9,-4,1,-1,-0.2,-3,30,2
COc1cc2c(cc1OC)CN(C(=O)CSc1nnc(C)s1)CC2,-1,-4,1,-6,1,1.0,-3,-2,0
COc1cccc(C2=CC(=O)C[C@H](c3ccc4c(c3)OCO4)C2)c1,5,2,x,2,x,0.4,0,2,2
COc1ccc(/C=C(\C#N)C(=O)NCCc2ccccc2)cc1OCc1ccccc1,2,-4,5,-8,6,3.3,-1,11,0
Cc1nnc2ccc(-c3cccc(NS(C)(=O)=O)c3)nn12,-10,-10,-2,4,-2,-2.0,-4,-1,4
COc1ccc(Cl)cc1NC(=O)CN1CCC(n2nnc3cc(C)ccc32)CC1,15,14,3,-5,9,4.7,1,10,1
CCc1n[nH]c(=S)n1/N=C/c1ccccn1,-4,-6,-2,-3,0,-0.4,0,5,5
CC(Sc1nc2ccccc2[nH]1)C(=O)Nc1ccccc1F (stereo not drawn),7,-8,-2,0,2,1.9,-5,1,1
CC1(C)Oc2ccc3ccc(=O)oc3c2C(/C=N/O)=C1Cl,0,8,-2,0,0,1.6,-7,7,x
Cn1c(SCC(=O)N2CCN(c3cccc(Cl)c3)CC2)nnc1-c1ccncc1,2,-7,1,-49,-3,1.6,-3,-3,2
O=C(c1cc(-c2ccccc2)on1)N1CCCC1,0,-3,-3,1,-2,1.2,-1,-9,0
Cc1nc(NC(=O)CSc2nnnn2Cc2ccccc2)sc1C,3,1,2,0,-2,1.4,-6,-1,0
c1ccc(NC2=NCCCCS2)cc1,7,7,3,2,-3,-0.8,2,-5,3
O=C(c1ccccc1)N(Cc1nc2ccccc2c(=O)[nH]1)C1CCCCC1,-2,-3,0,-14,3,1.0,2,-1,0
CCC(=O)N1N=C(c2cccc(NS(C)(=O)=O)c2)CC1c1cccs1 (stereo not drawn),16,6,-4,0,-2,0.2,-1,3,0
CCc1noc(C)c1C(=O)N1CCCSC1=Nc1ccccc1Cl,2,9,0,-16,2,1.6,-4,3,0
Cc1cccnc1NC(=O)C(C)Oc1ccccc1 (stereo not drawn),4,10,-3,-9,-4,2.3,1,6,1
N#C/C(=C/c1ccc(C(=O)O)cc1)C(=O)NCc1ccccc1,4,-3,3,25,6,0.8,-2,-7,5
Cc1cc(C(=O)NC(C)CCc2ccccc2)ccc1[N+](=O)[O-] (stereo not drawn),3,9,0,-4,-3,2.2,0,15,8
CC(NC(=O)c1ccncc1)C(c1cccs1)N1CCOCC1 (stereo not drawn),3,3,0,-18,-2,3.6,-3,13,0
O=C(/C=C/c1ccco1)NC(=S)Nc1cc(C(F)(F)F)ccc1N1CCOCC1,-1,-2,38,-7,8,3.7,-3,0,3
COc1ccc(S(=O)(=O)Nc2cc3c4c(oc3c3ccccc23)CC(C)(C)CC4=O)cc1,-4,-2,17,-129,1,4.6,4,6,3
Cc1cc(C(C)(C)C)ccc1OCCN(C)C,12,-1,-2,-4,-2,-0.4,2,7,3
Cc1ccc(C)c(-c2cc(C(=O)NN3CCOCC3)c3ccccc3n2)c1,6,-4,3,4,-2,2.6,7,4,0
O=c1nc(N2CCCC2)nc(N2CCCC2)[nH]1,0,4,7,-12,0,0.3,-3,0,2
CCCS(=O)(=O)N1CCCC(C(=O)NCc2cccnc2)C1 (stereo not drawn),2,-2,-3,0,-3,1.0,-4,13,0
O=c1c2c3c(sc2nc(N2CCNCC2)n1-c1cccc(Cl)c1)CCCCC3,6,-1,-6,2,-2,1.2,15*,20,x
COc1ccccc1NS(=O)(=O)c1ccc(C(=O)NCC(c2ccc(F)cc2)N2CCOCC2)cc1 (stereo not drawn),6,-3,x,-2,x,x,x,5,1
Cc1cc(Oc2ccc(Cl)cc2)nc(-c2ccccc2O)n1,4,4,-3,19,6,0.3,-6,-8,8
C=CCc1cc(Cl)ccc1OCCNCCOC,0,9,-2,-13,1,-1.3,0,-3,0
O=C(NCc1ccccc1)N1CCC(c2nc3ccccc3[nH]2)CC1,-1,10,-3,6,-1,-1.4,4,-4,0
Cc1occc1-c1nnc(SCC(=O)Nc2nccs2)n1CCc1ccccc1,1,16,1,-9,1,-0.7,-3,-4,0
Nc1[nH]nc2nc(N3CCOCC3)nc(-c3ccccc3)c12,5,-3,-1,-29,-4,3.9,-2,26,2
OCC1(CCc2ccccc2)CCN(Cc2cnc(N3CCCC3)s2)CC1,-4,1,1,1,-7,0.3,-4,2,0
COc1ccc(N(CC(=O)Nc2cccc(F)c2)S(=O)(=O)c2c(C)[nH]c(=O)[nH]c2=O)cc1,-8,-2,-9,4,3,-2.6,2,-17,1
CCC(C)(C)NC(=O)CN(C(=O)CCC(=O)Nc1nccs1)c1ccccc1C,9,3,-5,0,-3,0.8,-2,-13,1
CCCc1nc2scc(-c3ccccc3)c2c(=O)n1N,11,-5,-5,-5,1,2.4,-1,-5,4

# Source: PubChem BioAssay
